# PfGluPho inh – PfG6PD (Plasmodium falciparum) enzyme inhibition. 350,000 compounds, 0.78% hits. AID 504690. inhibition, % at 20 µM. PfGluPho enzyme, NADPH resazurin-diaphorase fluorescence;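 active means inhibition reaching at least a set limit at 20 µM in the primary screen, cut at about 59% in these data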;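 further: 0% = DMSO wells with substrate and 100% = DMSO wells lacking glucose-6-phosphate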
# NLRP3 yeast inh – blocks the NALP3 inflammasome reconstituted in yeast; inhibition, % at 10 µM; AID 2825; Yeast reconstituted NLRP3/ASC/caspase-1, beta-gal luminescence, 24 h; 330,000 compounds, 0.39% hits;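 active means inhibition of 50% or more; inactive means inhibition below 50%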;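 further: plate controls were induced DMSO wells for no effect and uninduced yeast grown without galactose for full effect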
# SENP1 FRET inh – inhibitors of human SENP1 SUMO protease catalytic domain. Q9P0U3. recombinant SENP1 catalytic domain, CyPet-SUMO1-YPet FRET cleavage. inhibition, % at 10 µM. 360,000 compounds, 0.21% hits. AID 624204;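 active means inhibition at least 30% at 10 µM, raw YFP signal under a set limit, fluorescence ratio 0.5 to 1.5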;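 further: 0% = enzyme with DMSO and 100% = no enzyme wells; some results filed as inactive read as strong as hits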
# Target sequence (Q9P0U3 419-644 limits assumed): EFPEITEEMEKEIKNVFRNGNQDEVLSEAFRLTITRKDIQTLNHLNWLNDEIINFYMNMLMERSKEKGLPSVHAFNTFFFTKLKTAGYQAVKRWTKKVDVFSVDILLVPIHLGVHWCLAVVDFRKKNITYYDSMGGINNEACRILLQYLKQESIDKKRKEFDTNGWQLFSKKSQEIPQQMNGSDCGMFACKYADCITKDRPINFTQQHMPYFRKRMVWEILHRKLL
#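 Controls: no-enzyme wells low, DMSO-plus-enzyme wells high control. Test system: human recombinant His6-tagged SENP1 catalytic domain enzyme. Reagent: SFCypet-SUMO1-SFYpet FRET protein substrate, 25 nM final. Doses: one dose per compound, 10 µM, 0.5% DMSO. Detection: FRET, CFP and YFP emission. Timing: 50 min reaction at room temperature.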
# SENP8 block-1 – blocks the human protease SENP8 | Q96LD8 | purified SENP8, Z-RLRGG-aminoluciferin cleavage, luminescence | inhibition, % at 10 µM | 330,000 compounds, 1.2% hits | AID 2540; in the data active means inhibition above about 50%
# Target sequence (Q96LD8 whole entry, looked up): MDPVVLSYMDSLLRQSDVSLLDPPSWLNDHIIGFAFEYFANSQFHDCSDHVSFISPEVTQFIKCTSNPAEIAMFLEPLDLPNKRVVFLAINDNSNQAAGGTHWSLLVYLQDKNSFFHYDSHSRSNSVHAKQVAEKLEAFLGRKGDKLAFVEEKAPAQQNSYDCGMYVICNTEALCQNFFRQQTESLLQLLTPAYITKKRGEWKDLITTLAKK
# SENP6 block – SENP6 protease inhibition; Q9GZR1; Recombinant SENP6 catalytic domain, aminoluciferin luminescence; inhibition, % at 10 µM; 330,000 compounds, 1.8% hits;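 active means inhibition above about 50% at the single tested dose, limit read from the data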;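 further: plate controls were DMSO wells with enzyme for no effect and DMSO wells lacking enzyme for full effect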
# HKDC1 inhibitor – blocks human hexokinase HKDC1 activity | recombinant HKDC1, G6PDH/diaphorase resazurin coupled fluorescence | inhibition, % at 20 µM | AID 493160 | Q2TB90 | 340,000 compounds, 0.16% hits;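 active means inhibition above about 35% when tested at 20 µM, limit read from the data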;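 further: plate controls were DMSO wells with enzyme for no effect and DMSO wells lacking enzyme for full effect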
#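 Assay system: recombinant HKDC1 hexokinase; detection: coupled resazurin fluorescence, excitation 525 nm, emission 613 nm; benchmarks: DMSO-plus-enzyme-mix negative control, buffer-substituted positive control; compound dosing: single 20 µM dose; schedule: 90 min at room temperature in dark; also added: glucose plus 1 mM ATP as hexokinase substrates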
# Apaf1 inhib – human Apaf-1 inhibition. O14727. reconstituted apoptosome caspase-3 activity, DEVD-Rh110 fluorescence. inhibition, % at 20 µM. 330,000 compounds, 0.71% hits. AID 489030; active means inhibition of at least 40% at 20 µM;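 further: plate controls were DMSO wells for no effect and DEVD-CHO caspase inhibitor wells for full effect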
#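 Material: reconstituted apoptosome with Apaf-1, cytochrome c, caspase-9, procaspase-3, dATP / Buffer or medium: pH 7.5 Hepes buffer with CHAPS, BSA, DTT / Also added: cytochrome c with DEVD-Rh110 / Schedule: compound with Apaf-1, dATP, procaspase-3 30 min, then 50 min reaction, room temperature / Technique: rhodamine 110 fluorescence at Ex 480/Em 540 nm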
# SENP7 block – blocks the human protease SENP7; Q9BQF6; recombinant SENP7, Z-RLRGG-aminoluciferin luminescence, 40 min; inhibition, % at 5 µM; 330,000 compounds, 1.5% hits;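 active means inhibition above about 50% at the single test dose, limit read from the data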;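 further: plate controls were DMSO with enzyme for no effect and no enzyme buffer wells for full effect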
# Target sequence (Q9BQF6 706-1050 limits assumed): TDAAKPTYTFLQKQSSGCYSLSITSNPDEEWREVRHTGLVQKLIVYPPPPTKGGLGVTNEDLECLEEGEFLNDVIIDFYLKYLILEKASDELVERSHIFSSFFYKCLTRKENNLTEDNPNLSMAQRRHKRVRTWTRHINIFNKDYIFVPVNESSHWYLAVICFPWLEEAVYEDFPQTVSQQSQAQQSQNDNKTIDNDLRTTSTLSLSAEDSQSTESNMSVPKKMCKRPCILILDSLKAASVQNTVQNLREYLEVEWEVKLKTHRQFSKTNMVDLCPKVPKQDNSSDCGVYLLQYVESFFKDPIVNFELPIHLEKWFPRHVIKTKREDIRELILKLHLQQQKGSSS
# SENP8 block-2 – SENP8 (human) protease inhibition. 360,000 compounds, 0.64% hits. recombinant SENP8, Nedd8 substrate fluorescence. Q96LD8. AID 602440. inhibition, % at 20 µM; in the data active means inhibition mostly above about 40%, no sharp cut-off; inactive means mostly below about 27%
# * = called active by the depositor; nt = not tested or not shown.
SMILES,PfGluPho inh,NLRP3 yeast inh,SENP1 FRET inh,SENP8 block-1,SENP6 block,HKDC1 inhibitor,Apaf1 inhib,SENP7 block,SENP8 block-2
CCc1c(C)nc(SCC(=O)Nc2nc(-c3ccc(OC)cc3)cs2)[nH]c1=O,1,14,1,3,-17,-4,8,7,10
O=C(O)c1ccc(COc2ccc([N+](=O)[O-])cc2)o1,-16,4,1,2,-7,3,6,5,12
COCCN1CCN(C(=O)c2ccc3oc(CCc4ccccc4)nc3c2)CC1,5,22,1,-5,-7,-6,8,5,-5
CCN(C(=O)COC(=O)/C=C/c1ccccc1[N+](=O)[O-])C1CCS(=O)(=O)C1 (stereo not drawn),1,3,2,-7,-12,-2,0,-8,12
CCOCCCNC(=O)c1ccc2c(c1)N(CC)C(=O)c1ccccc1S2=O (stereo not drawn),-13,11,0,0,0,-1,2,7,19
Cc1ccc2[nH]c(C(=O)N/N=C/c3ccc([N+](=O)[O-])cc3)c(C)c2c1,8,10,3,-5,-6,1,7,-6,11
O=C1C=C(NNC(=O)c2ccncc2)CC(c2ccccc2)C1 (stereo not drawn),-7,14,5,-8,-26,-7,3,-3,-17
O=S(=O)(c1ccc2ccccc2c1)N1CCN(S(=O)(=O)c2c(F)cccc2F)CC1,-5,8,-1,4,-9,-7,8,2,5
Cc1cc(C)c2nc(NNC(=O)c3ccc(S(=O)(=O)N4CCc5ccccc5C4)cc3)sc2c1,-19,13,19,5,4,-24,-6,4,-2
COc1ccc(CCC(=O)N2c3ccccc3CC2C)cc1 (stereo not drawn),18,43,0,4,13,-8,-11,3,15
O=C(NCCCn1ccnc1)c1cccc(Cl)c1,2,12,1,-7,-2,-4,0,-7,20
Cc1cc(=O)[nH]c(SCCOc2ccc(OC(C)C)cc2)n1,-14,27,-2,91*,94*,2,2,89*,7
O=C(CSc1nnc(C2CC2)n1-c1ccccc1)N1CCNC1=O,-11,9,0,-4,4,2,-8,3,5
O=C(CN1C(=O)COc2ccc(Cl)cc21)Nc1nccs1,-7,-2,1,7,-3,-4,-11,3,9
CCc1ccc(NC(=O)CSc2nnc(CC)c(CC)n2)cc1,-2,13,2,-3,-1,6,10,9,7
C/C(=N/NC(N)=S)c1ccccc1[N+](=O)[O-],-11,12,2,2,-3,4,8,1,38
O=CNCC(=O)NCCc1ccc(Cl)cc1,7,15,3,3,-35,-13,-1,3,10
CC(=O)OCC(=O)Nc1c(C)cccc1C,4,-5,4,-9,-26,2,5,-4,15
Cc1ccc(NC(=O)c2cccnc2C(=O)Nc2ccc(C)cc2)cc1,-9,12,-3,-3,-21,-1,-4,0,8
COc1ccc(S(=O)(=O)N2CCOCC2)cc1NC(=O)CSc1nnc2n1CCCCC2,1,3,1,6,2,1,-7,1,1
CC(C)C(C(=O)NC1CCCCC1)N(CC1CCCO1)C(=O)CNS(=O)(=O)c1ccc(F)cc1 (stereo not drawn),-5,8,0,0,1,8,1,3,18
C=CCn1c(C)c(/C=C/c2cc[n+](C)cc2)c2ccccc21,9,7,-27,1,2,-1,4,17,21
CC(=O)Nc1ccc(S(=O)(=O)N2CCN(c3cc(C(F)(F)F)ccn3)CC2)cc1,1,14,-1,10,4,-1,8,7,-429
O=C(O)CC(c1cccc([N+](=O)[O-])c1)N1Cc2ccccc2C1=O (stereo not drawn),8,18,0,-10,-1,-6,2,-2,14
Cc1nnc(SCC(=O)N(C)CC(=O)Nc2ccc(F)cc2)n1Cc1ccccc1,-4,-11,-1,0,1,-7,-11,12,-3

# (cont.)
SMILES,PfGluPho inh,NLRP3 yeast inh,SENP1 FRET inh,SENP8 block-1,SENP6 block,HKDC1 inhibitor,Apaf1 inhib,SENP7 block,SENP8 block-2
O=C(CCn1c(=O)sc2ccccc21)NCCC1=CCCCC1,-6,23,2,-7,-20,-14,2,-10,15
C[C@]12C=CC(=O)C=C1CC[C@@H]1[C@@H]2[C@@H](O)C[C@@]2(C)[C@H]1CC[C@]2(O)C(=O)COC(=O)CCC(=O)O,1,10,2,2,19,-3,-6,1,4
COc1ccc(S(=O)(=O)Cc2ccc(C(=O)NCCCN3CCc4ccccc4C3)o2)cc1,1,19,-3,-3,-6,-8,15,11,4
CCCCSc1nnc(-c2ccc(NC(=O)CC)cc2)n1C,-15,4,2,-2,-4,-4,3,-2,6
CC(C)C1NC(=S)N(Cc2ccccc2)C1=O (stereo not drawn),-5,1,1,1,8,-5,1,3,8
Cc1nc2sccn2c(=O)c1S(=O)(=O)N1CCN(c2ccc(F)cc2)CC1,5,-4,1,-9,-8,-7,2,11,12
Cc1nnc(SCC(=O)NNC(=O)COc2ccc(Cl)cc2)n1C,3,11,1,-1,-12,-1,6,-1,17
Cc1ccc2c(c1)C(c1ccncc1)=NNC(c1ccccc1)=N2,8,15,3,-5,-9,-2,-5,-9,4
NC(=O)c1sc2nc3c(c(-c4ccccc4)c2c1N)CCC3,-19,6,-5,-11,-9,4,8,-6,-143
Cc1ccc(-c2nnc(SCC(=O)NNC(=O)COc3cccc(C)c3)n2C)cc1,0,7,0,5,-13,-9,-4,-2,12
CCc1nnc(NC(=O)CSc2nc3[nH]ncc3c(=O)[nH]2)s1,-10,5,0,-6,-11,-9,0,-7,6
CN(C)/C=C(\C=O)c1cccc(Cl)c1,-10,13,-5,-4,1,-11,-1,4,-15
CC1C(=O)C(C)C(c2cc(Cl)ccc2O)NC1c1cc(Cl)ccc1O (stereo not drawn),-22,9,-2,1,-3,-2,14,1,9
Cc1c(NC(=O)/C(C#N)=C/c2c(Oc3ccccc3)nc3ccccn3c2=O)c(=O)n(-c2ccccc2)n1C,2,-4,-4,4,5,-4,-1,-2,-233
C=CCOc1ccc(C2=NOC(C(=O)Nc3ccc4c(c3)OCCO4)C2)cc1 (stereo not drawn),9,36,3,-11,-22,0,13,-8,4
CCNC(=O)CCc1nc(-c2ccc(C)cc2)no1,11,-3,3,1,-2,-4,-9,-2,10
CC(C)(C)OC(=O)NC(Cc1ccccc1)C(=O)N1CCCC1C(=O)O (stereo not drawn),-12,-16,1,-2,-20,2,-8,-6,19
O=C(NCC1CC1)[C@@H]1C[C@H]1[C@@H](NP(=O)(c1ccccc1)c1ccccc1)c1ccccc1,5,9,0,-13,-5,-6,3,14,24
CCOc1ccc(-c2nnc(-c3cccs3)o2)cc1OCC,14,29,0,-7,-33,1,15,-12,-301
COc1cccc2[nH]c3c(=O)n(CCCN4CCOCC4)cnc3c12,12,23,1,-2,-3,-8,-13,1,-424
CCN(CC)S(=O)(=O)c1ccc(N=NC2=C(O)CCCC2=O)cc1,7,7,-1,4,26,-10,-11,8,19
CC(NC(=O)C1CCCC1)c1ccccc1 (stereo not drawn),-2,nt,2,nt,nt,1,nt,nt,19
CCN(C#N)c1nc(NC(C)C)nc(NC(C)C)n1,-18,-24,2,-5,6,11,-14,2,3
OCC1(Cc2ccc(F)cc2)CCCN(CCc2ccccc2)C1 (stereo not drawn),-5,24,-8,-1,-9,-6,5,-3,17
CC(=O)c1ccc(NC(=O)C(C)N(C)CC(=O)Nc2cccc(F)c2)cc1 (stereo not drawn),-10,2,3,7,-2,-4,-20,-9,-10

# An excerpt of these results, with two lines to a compound.
# Order of values – PfGluPho inh, NLRP3 yeast inh, SENP1 FRET inh, SENP8 block-1, SENP6 block, HKDC1 inhibitor, Apaf1 inhib, SENP7 block, SENP8 block-2
- Cc1c(NC(=O)/C(C#N)=C/c2c(Oc3ccccc3)nc3ccccn3c2=O)c(=O)n(-c2ccccc2)n1C
    2, -4, -4, 4, 5, -4, -1, -2, -233
- C=CCOc1ccc(C2=NOC(C(=O)Nc3ccc4c(c3)OCCO4)C2)cc1 (stereo not drawn)
    9, 36, 3, -11, -22, 0, 13, -8, 4
- CCNC(=O)CCc1nc(-c2ccc(C)cc2)no1
    11, -3, 3, 1, -2, -4, -9, -2, 10
- CC(C)(C)OC(=O)NC(Cc1ccccc1)C(=O)N1CCCC1C(=O)O (stereo not drawn)
    -12, -16, 1, -2, -20, 2, -8, -6, 19
- O=C(NCC1CC1)[C@@H]1C[C@H]1[C@@H](NP(=O)(c1ccccc1)c1ccccc1)c1ccccc1
    5, 9, 0, -13, -5, -6, 3, 14, 24
- CCOc1ccc(-c2nnc(-c3cccs3)o2)cc1OCC
    14, 29, 0, -7, -33, 1, 15, -12, -301
- COc1cccc2[nH]c3c(=O)n(CCCN4CCOCC4)cnc3c12
    12, 23, 1, -2, -3, -8, -13, 1, -424
- CCN(CC)S(=O)(=O)c1ccc(N=NC2=C(O)CCCC2=O)cc1
    7, 7, -1, 4, 26, -10, -11, 8, 19
- CC(NC(=O)C1CCCC1)c1ccccc1 (stereo not drawn)
    -2, nt, 2, nt, nt, 1, nt, nt, 19
- CCN(C#N)c1nc(NC(C)C)nc(NC(C)C)n1
    -18, -24, 2, -5, 6, 11, -14, 2, 3
- OCC1(Cc2ccc(F)cc2)CCCN(CCc2ccccc2)C1 (stereo not drawn)
    -5, 24, -8, -1, -9, -6, 5, -3, 17
- CC(=O)c1ccc(NC(=O)C(C)N(C)CC(=O)Nc2cccc(F)c2)cc1 (stereo not drawn)
    -10, 2, 3, 7, -2, -4, -20, -9, -10

# Further compounds follow.
SMILES,PfGluPho inh,NLRP3 yeast inh,SENP1 FRET inh,SENP8 block-1,SENP6 block,HKDC1 inhibitor,Apaf1 inhib,SENP7 block,SENP8 block-2
O=c1nc2n(c3ccc(Br)cc13)CCS2,0,1,-1,-4,-19,-5,-6,-1,30
O=S1(=O)N=C2CCCCCN2C(c2ccccc2)N1 (stereo not drawn),8,12,2,-3,-16,-11,-7,5,6
O=C(CSc1nccc(-c2cccs2)n1)Nc1ccc(Cl)cc1,7,45,0,-7,-35,-2,5,1,24
COc1ccccc1-n1cc(CN2CCN(C3CCCC3)C(CCO)C2)cn1 (stereo not drawn),-8,4,0,-9,-4,-9,8,-4,-6
CCn1c(/C=C/c2c(C)n(CC)c3ccccc23)nc2ccccc2c1=O,0,18,-29,2,14,7,8,1,-109
CCCCC(c1nnnn1CCOC)N1CCN(Cc2ccccc2)CC1 (stereo not drawn),22,3,1,-9,-8,0,5,-5,14

# At a glance, 2 of the compounds above.
SMILES,PfGluPho inh,NLRP3 yeast inh,SENP1 FRET inh,SENP8 block-1,SENP6 block,HKDC1 inhibitor,Apaf1 inhib,SENP7 block,SENP8 block-2
CCn1c(/C=C/c2c(C)n(CC)c3ccccc23)nc2ccccc2c1=O,0,18,-29,2,14,7,8,1,-109
CCCCC(c1nnnn1CCOC)N1CCN(Cc2ccccc2)CC1 (stereo not drawn),22,3,1,-9,-8,0,5,-5,14
